# KDM5B inhibitor: KDM5B demethylase inhibition. 220,000 compounds, 2.6% hits. Q9UGL1. Potency, µM (top dose mostly 57.7 µM), for inactives: top-dose activity change, negative = inhibition, hits mostly inhibitors. KDM5B demethylase, FDH-coupled NADH fluorescence (FDH is formaldehyde dehydrogenase); active means well fitted inhibition curve with a large enough effect; inconclusive means small, poorly fitted or top-dose-only effect; inactive means no such curve, though single readings can be large or run the other way; further: 0% is about no effect; nearly all actives have a fitted effect of over 70% in size
# Target sequence (Q9UGL1 whole entry, looked up): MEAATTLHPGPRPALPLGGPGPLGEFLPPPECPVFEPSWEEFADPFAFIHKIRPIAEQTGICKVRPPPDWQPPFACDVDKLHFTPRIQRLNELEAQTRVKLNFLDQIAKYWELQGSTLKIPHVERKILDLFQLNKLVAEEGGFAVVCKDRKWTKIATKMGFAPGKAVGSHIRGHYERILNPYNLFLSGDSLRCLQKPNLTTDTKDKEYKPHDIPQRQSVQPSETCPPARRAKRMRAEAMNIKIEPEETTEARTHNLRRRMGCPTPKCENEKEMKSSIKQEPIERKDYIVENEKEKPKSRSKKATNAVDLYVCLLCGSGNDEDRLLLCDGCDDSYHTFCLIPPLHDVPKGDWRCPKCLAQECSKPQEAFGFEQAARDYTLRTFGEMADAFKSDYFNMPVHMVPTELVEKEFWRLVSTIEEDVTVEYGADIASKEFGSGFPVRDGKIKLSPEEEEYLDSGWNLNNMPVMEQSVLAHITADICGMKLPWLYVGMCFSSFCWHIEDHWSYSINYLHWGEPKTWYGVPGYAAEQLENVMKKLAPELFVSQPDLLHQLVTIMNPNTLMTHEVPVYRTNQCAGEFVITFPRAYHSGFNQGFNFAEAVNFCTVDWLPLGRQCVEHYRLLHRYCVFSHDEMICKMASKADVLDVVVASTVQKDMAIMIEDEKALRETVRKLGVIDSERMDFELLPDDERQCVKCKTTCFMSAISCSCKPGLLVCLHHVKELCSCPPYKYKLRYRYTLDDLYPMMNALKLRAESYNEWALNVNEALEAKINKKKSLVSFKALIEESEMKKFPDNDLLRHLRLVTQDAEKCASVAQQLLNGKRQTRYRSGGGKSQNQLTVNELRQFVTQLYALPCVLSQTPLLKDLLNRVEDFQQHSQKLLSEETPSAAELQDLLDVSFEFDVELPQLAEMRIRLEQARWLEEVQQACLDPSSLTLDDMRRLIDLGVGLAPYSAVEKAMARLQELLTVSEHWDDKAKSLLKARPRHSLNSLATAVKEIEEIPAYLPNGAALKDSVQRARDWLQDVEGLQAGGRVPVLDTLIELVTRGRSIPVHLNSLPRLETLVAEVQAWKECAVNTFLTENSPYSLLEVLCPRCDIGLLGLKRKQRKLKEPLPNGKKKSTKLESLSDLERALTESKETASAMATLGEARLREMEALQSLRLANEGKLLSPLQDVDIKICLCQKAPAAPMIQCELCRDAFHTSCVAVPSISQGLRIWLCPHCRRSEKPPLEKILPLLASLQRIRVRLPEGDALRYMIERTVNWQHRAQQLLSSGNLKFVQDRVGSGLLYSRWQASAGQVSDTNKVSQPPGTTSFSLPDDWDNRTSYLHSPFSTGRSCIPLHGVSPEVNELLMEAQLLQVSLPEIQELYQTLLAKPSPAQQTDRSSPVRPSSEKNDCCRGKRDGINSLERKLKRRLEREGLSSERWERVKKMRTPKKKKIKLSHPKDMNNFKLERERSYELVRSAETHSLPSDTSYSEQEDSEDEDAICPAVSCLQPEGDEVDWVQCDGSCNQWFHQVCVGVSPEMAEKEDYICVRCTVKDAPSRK
#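 qHTS format, multiple compound concentrations. Buffer 50 mM HEPES pH 7.5/0.01% Tween-20; 200 nM KDM5BΔAP final; 10 min compound preincubation; substrate-mix levels 12.5 µM peptide, 25 µM α-KG, 0.25 mM NAD⁺; 30 min RT; ΔRFU.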
# An asterisk follows results filed as active; i = inactive; ? = inconclusive; [ ] = remark or other dose. Potency means the concentration at half of the fitted maximal effect. Some of the compounds tested; rates above refer to the full screens.
SMILES,KDM5B inhibitor
CCOc1ccccc1NC(=O)C1CCCN1C(=O)C12CC3CC(CC(C3)C1)C2 (centres undefined),18%
CC(C(=O)Nc1cc(C(F)(F)F)ccc1Cl)n1nnc2sc3c(c2c1=O)CCCC3 (centres undefined),-30%
Cc1oc(-c2ccccc2)nc1CN1C(=O)CSc2ccc(S(=O)(=O)N3CCCCCC3)cc21,7%
CCOc1ccc(C2C(C(=O)Nc3ccccc3C)=C(C)Nc3nnnn32)cc1 (centres undefined),-18%
CC(=O)N1CCC(C2CCN(Cc3cccc(F)c3F)C2)CC1 (centres undefined),-14%
COc1ccc(-c2noc(COc3cc(C)c(Br)c(C)c3)n2)cc1OC,-7%
CCn1c(CSc2n[nH]c(-c3ccc(OC)cc3)n2)nc2cc(S(=O)(=O)N(C)C)ccc21,2%
CC1CCc2nc(/C(C#N)=C\c3ccco3)sc2C1 (centres undefined),?
CCN(CC)CCNC(=O)c1sc2ncccc2c1-n1c(C)ccc1C,?
CSc1ccccc1OCc1cc(C(=O)NCc2cnc(C)cn2)no1,6%
CC(C)C(OC(=O)/C=C/c1ccc(C(F)(F)F)cc1)C(=O)NC(N)=O (centres undefined),25%
COCc1nc(C2CC(NC(=O)CCc3c[nH]c4ccccc34)C2)cc(=O)[nH]1 (centres undefined),22%
COc1ccc(CCNC(=O)C(C)n2nc(C)c3sc4ccccc4c3c2=O)c(OC)c1 (centres undefined),15%
O[C@@H]1C[C@@H](c2nc(-c3ccccc3)no2)N(Cc2ccccc2)C1,-41%[86.2 µM]
O=C(CSCc1ccccc1)c1ccc[nH]1,-11%
CCCCc1c(C)c(C#N)c2nc3ccccc3n2c1NCCN(C)C,-30%
COc1ccc(NC(=O)c2cc(=O)c3cc(C)ccc3o2)cc1,17%
Cc1ccccc1-c1nnc(SCC(=O)Nc2nncs2)n1C,13%
CCc1cccc(NC(=O)C2CCCN2S(=O)(=O)c2ccc3c(c2)n(C)c(=O)c(=O)n3C)c1 (centres undefined),?
c1csc(-c2noc(CN3CCOCC3)n2)c1,9%
CCCCn1cc(S(=O)(=O)c2ccc(OC)cc2)c(=O)c2cc(F)c(N3CCCC3)cc21,-25%
O=C(Cc1c[nH]c2ccccc12)OC/C=C/c1ccccc1,-11%
COc1cc(-c2cc3c(nc2-c2ccccc2)nc(C(=O)NCCN(C)C)n3C)ccn1,i
COc1ccc(OC)c(CCNC(=O)c2c(C)nn(-c3ccc(F)cc3)c2-n2cccc2)c1,-17%
CCCN1C(=O)CCc2cc(NC(=O)c3ccn(CC)n3)ccc21,?
O=C(CCC1CCN(C(=O)c2cc(C3CC3)[nH]n2)CC1)N1CCC(Cc2ccccc2)CC1,7%
CCOC(=O)c1sc(N2C(=O)c3oc4ccc(F)cc4c(=O)c3C2c2ccc(O)cc2)nc1C (centres undefined),15%
CCCCc1nn2c(=O)cc(COC(=O)c3cccc(OC)c3)nc2s1,-14%
O=C(CS(=O)(=O)Cc1coc(-c2cccc(F)c2)n1)NC1CCCCCC1,7%
CCN1CCN(c2ccc(-c3nc(CCCc4ccccc4)no3)cn2)CC1,?
CC(C)CNC(=O)NCC(=O)N1CCc2ccccc21,11%
C[S+](=O)([O-])N1CC2(CCN(Cc3cccnc3)C2)Cc2ccccc21 (centres undefined),7%[149 µM]
COc1ccc(CNC(=O)c2cnn3c(C)c(Cc4c(F)cccc4Cl)c(C)nc23)cc1,?
C=C(C)CNC(=S)N/N=C/c1ccsc1,-25%
Cc1cccc(C(=O)NCCCN(C)CC(F)(F)F)n1,-4%
O=C(O)c1cc(Cl)c(Br)c(Cl)c1,13%
COc1ccc(S(=O)(=O)N(C)C)cc1NC(=O)CSc1nnc2ccccn12,10%
CC(C)c1ccc(C2c3c(-c4ccccc4O)n[nH]c3C(=O)N2Cc2ccncc2)cc1 (centres undefined),-16%
CN(C)c1ccc(CN2CC(Oc3ccc4c(c3)OCO4)C2)cc1,-23%[149 µM]
O=C(O)CCC(=O)N1Cc2ccccc2CC2(CCCN2CC2CCCCC2)C1 (centres undefined),0%[115 µM]
CCOC(=O)c1ccc(NC(=O)CC2Sc3ccc(C(F)(F)F)cc3NC2=O)cc1 (centres undefined),?
CC(=O)Nc1ccc(C)cc1S(=O)(=O)N1CCCCCC1c1sccc1C (centres undefined),6%
Cc1cc(C(=O)O)c(C)[nH]1,5%
CN(C(=O)COC(=O)c1ccc(F)cc1)c1ccccc1,7%
Cc1ccc(NC(=O)Cn2c(=O)n(CCC(=O)NC3CCN(Cc4ccccc4)CC3)c(=O)c3ccccc32)cc1,22%
C[C@]1(CO)[C@H]2Cc3sc(NC(=O)c4cccc(F)c4)nc3[C@@H](CC(=O)N3CCCCC3)[C@]2(C)CC[C@H]1O,?
CCCc1nnc(NC(=O)NCC(O)c2ccc(F)cc2)s1 (centres undefined),28%
CCOc1ccc(CNC(=O)C2CCN(C(=O)N3CC(CC)Oc4ccc(C)cc43)CC2)cc1OC (centres undefined),-2%
Brc1ccc(-c2noc(/C=C/c3ccccc3)n2)cc1,-7%
COCCn1c(=O)c2c(n1Cc1ccccc1)CN(C(=O)CCc1ccccn1)CC2,-26%[86.2 µM]

# The listing continues.
SMILES,KDM5B inhibitor
Clc1cccc(-n2cc(-c3ccccc3)c3c(N4CCCCC4)ncnc32)c1,-5%
COc1ccc(CCC(=O)OCC(=O)c2cccc(Br)c2)cc1OC,17%
COC(=O)c1cc2occc2n1CC(=O)Nc1ccc(C)cc1Cl,-21%
CNc1cc(C2CC(Nc3nc(N)nc(C)c3Cl)C2)nc(COC)n1 (centres undefined),-13%
Cn1c(=O)c2c(ncn2CC(=O)N(c2ccccc2)C2CCCCC2)n(C)c1=O,-10%
Cc1onc(-c2c(F)cccc2Cl)c1C(=O)OCC(=O)C(C)(C)C,16%
COCC(=O)N1CCC(Oc2nccnc2N(C)C)C1 (centres undefined),?
Cc1ccc(N)c2cccnc12,10%
COCCn1c(SCC(=O)c2cc(C)n(C)c2C)nnc1-c1ccc(Cl)cc1,-1%
CN(C)c1ncnc2sc3c(c12)CCN(S(=O)(=O)c1ccccc1)C3,1%
Cc1cc2nc(Nc3nc(C(C)C)cc(=O)[nH]3)nc(C)c2cc1C,16%
Cc1ccccc1Nc1c2c(nc3ccccc13)CCCC2,-6%
CC(C)(C)NC(=S)N1CCn2cccc2C1c1ccc(F)cc1 (centres undefined),?
Cc1ccc(N2NC3(CCC(C)CC3)NC2=S)cc1 (centres undefined),?
O=C(CN1C(=O)C2(SCC(=O)N2c2cccc(F)c2)c2ccccc21)NCCc1ccccc1 (centres undefined),13%
Nc1nccnc1C(=O)NCCc1ccsc1,?
COc1ccc(NC(=O)c2sc(-c3c(F)cccc3OC)nc2C)c(OC)c1,2%
COc1ccc(-c2nc3nc(C)cc(Nc4cccc(C(F)(F)F)c4)n3n2)cc1,?
COc1ccc(C(=O)NCc2coc(-c3cccs3)n2)c(O)c1,?
COc1ccc(NC(=O)Cn2cccc2-c2nc(-c3ccccc3)no2)cc1OC,-1%
Cc1cccc(C)c1NC(=O)CSc1nnc2[nH]c(=O)c(Cc3ccccc3)nn12,-1%
OCCN1CCN(C(=S)c2ccc(-c3ccccc3)cc2)CC1,?
O=C1CC(c2ccccc2)c2c(n3ncnc3[nH]c2=O)N1 (centres undefined),-15%
COC(=O)c1[nH]c2ccc(F)cc2c1NC(=O)CCN1CCCC(C)(C)C1,?
Cc1c(NC(=O)c2cc(=O)c3cc(Cl)ccc3o2)c(=O)n(-c2ccccc2)n1C,2%[11.5 µM]
COc1ccc(C(=O)N2CCOC3(CCN(C(=O)c4c(C)noc4C)CC3)C2)cc1,18%[115 µM]
Cc1ccc(N(C(=O)C2C3CC4CC(C3)CC2C4)C2C=CS(=O)(=O)C2)cc1 (centres undefined),23%
Cc1cc(C)cc(NC(=O)NCCc2c(C)nn(C)c2C)c1,-4%
Cc1[nH]c2ccccc2c1CC(=O)NCc1cn2ccccc2n1,8%
CN(Cc1ccc(-n2cccn2)cc1)C(=O)CCn1nnnc1CN1CCOCC1,-7%

# A second format for some results above:
SMILES	KDM5B inhibitor
Cc1ccccc1Nc1c2c(nc3ccccc13)CCCC2	-6%
CC(C)(C)NC(=S)N1CCn2cccc2C1c1ccc(F)cc1 (centres undefined)	?
Cc1ccc(N2NC3(CCC(C)CC3)NC2=S)cc1 (centres undefined)	?
O=C(CN1C(=O)C2(SCC(=O)N2c2cccc(F)c2)c2ccccc21)NCCc1ccccc1 (centres undefined)	13%
Nc1nccnc1C(=O)NCCc1ccsc1	?
COc1ccc(NC(=O)c2sc(-c3c(F)cccc3OC)nc2C)c(OC)c1	2%
COc1ccc(-c2nc3nc(C)cc(Nc4cccc(C(F)(F)F)c4)n3n2)cc1	?
COc1ccc(C(=O)NCc2coc(-c3cccs3)n2)c(O)c1	?
COc1ccc(NC(=O)Cn2cccc2-c2nc(-c3ccccc3)no2)cc1OC	-1%
Cc1cccc(C)c1NC(=O)CSc1nnc2[nH]c(=O)c(Cc3ccccc3)nn12	-1%
OCCN1CCN(C(=S)c2ccc(-c3ccccc3)cc2)CC1	?
O=C1CC(c2ccccc2)c2c(n3ncnc3[nH]c2=O)N1 (centres undefined)	-15%
COC(=O)c1[nH]c2ccc(F)cc2c1NC(=O)CCN1CCCC(C)(C)C1	?
Cc1c(NC(=O)c2cc(=O)c3cc(Cl)ccc3o2)c(=O)n(-c2ccccc2)n1C	2%[11.5 µM]
COc1ccc(C(=O)N2CCOC3(CCN(C(=O)c4c(C)noc4C)CC3)C2)cc1	18%[115 µM]
Cc1ccc(N(C(=O)C2C3CC4CC(C3)CC2C4)C2C=CS(=O)(=O)C2)cc1 (centres undefined)	23%
Cc1cc(C)cc(NC(=O)NCCc2c(C)nn(C)c2C)c1	-4%
Cc1[nH]c2ccccc2c1CC(=O)NCc1cn2ccccc2n1	8%
CN(Cc1ccc(-n2cccn2)cc1)C(=O)CCn1nnnc1CN1CCOCC1	-7%

# Further entries.
SMILES,KDM5B inhibitor
COc1cccc(N2CCN(c3ncnc4c3c(-c3ccccc3)cn4-c3ccc(F)cc3)CC2)c1,-10%
CC(C)NC(=O)N1CCN(c2ccncc2S(=O)(=O)N2CCCCC2)CC1,-53%
Cc1ccc(C)c(C(=O)NC(C)C2CC3CCC2C3)c1 (centres undefined),20%
O=C(C[C@H]1NC(=O)c2ccccc2NC1=O)Nc1nc2c(s1)CCC2,-9%
CNC(=O)[C@@H]1CN(C(=O)c2cc3cc(OC)ccc3[nH]2)C[C@H]1CO,22µM*
O=C(NCCCn1ccnc1)c1ccc(-c2ncc3cnc(-c4cccc(F)c4)cn23)cc1,18µM*
CC1(C)C/C(=N/O)C=CO1,10%
CC1(c2ccccc2)N(Cc2ccccc2)C(=O)OC12CCN(C(=O)Cc1ccc(O)cc1)CC2 (centres undefined),?
Cc1nc(-c2ccccc2)n(CC(=O)Nc2ccccc2)c(=O)c1CCO,0%
COC(=O)c1cc(S(=O)(=O)N2CCCCC2)ccc1N1CCOCC1,3%
Cc1nn(C)c(C)c1CCC(=O)N1CCC(C2CCN(S(C)(=O)=O)CC2)C1 (centres undefined),-13%
O=C(c1cc(Cl)ccc1F)N1CCN(c2cc(-c3cccs3)[nH]n2)CC1,?
NC(=O)[C@@H](Cc1ccccc1)NC(=O)C1=C[C@@H](NC(=O)c2ccco2)[C@@H](O)[C@H](O)C1,-5%[86.2 µM]
Cc1ccc(NC(=O)c2ccc(=O)n(CC(=O)Nc3ccccc3)n2)cc1,-3%
Cc1nc(CN2C(=O)OC3(CCN(C(=O)c4ccnn4C)CC3)C2(C)c2ccccc2)cs1 (centres undefined),-7%
Cc1ccc(C(=O)NCCC(=O)NCc2ccco2)cc1,39%
O=C1NC2(CN(C(=O)c3ccc4c(c3)OCO4)C2)Oc2ccccc21,11%
CCc1ccc(C(=O)N2C[C@@H](COC)[C@H](c3nc(C)no3)C2)cc1,-3%
COc1ccc(CCNC(=O)c2ccc(N(C)S(=O)(=O)c3ccccc3)cc2)cc1,4%
O=C(Cn1cccc1-c1nc(-c2ccc(F)cc2)no1)N1CCN(c2ccc(F)cc2)CC1,-33%
O=c1cc(-c2cccnc2)oc2c(NCc3ccc(F)cc3)nccc12,-23%[86.2 µM]
N#C/C(=C\c1ccc(-c2ccccc2)o1)c1ccccc1,-28%
CC(=O)NCCCNC(=O)c1cc2ccccc2[nH]1,?
Cc1ccc(C)c(C(C)NC(=O)c2cc3ccccc3oc2=O)c1 (centres undefined),-14%
CN(CC(=O)NC(=O)NCc1ccccc1)C1CCCc2ccccc21 (centres undefined),?
O=[N+]([O-])c1ccc(Br)c2ccncc12,0%
Cc1noc(C2CC3(CCN(C(=O)c4cc5ccccc5[nH]4)CC3)CN2C)n1 (centres undefined),0%
COc1ccc(-n2nc(C(=O)NCC(=O)N(C)Cc3ccccc3)c3ccccc3c2=O)cc1OC,-10%
O=C(c1ccc([N+](=O)[O-])s1)N1CCN(c2ccccn2)CC1,14%
Cc1ccc(NC(=O)Cn2c(-c3ccccc3)nc(C)cc2=O)cc1,8%
Nc1nccc(-c2cccc([N+](=O)[O-])c2)n1,13%
Cc1ccc(-c2nnc(C3CN(C(=O)c4cc(C)cc(C)c4)CC34CCOCC4)o2)cc1 (centres undefined),-5%
CCN1CCC(NC(=O)Cc2cc(Cl)c3c(c2)OCCCO3)CC1,11%
COc1ccc2c(C)c(C(=O)N3CCOC(c4ccc(F)cc4)C3)oc2c1 (centres undefined),?
Clc1ccc(CN2CCN(c3ncnc4nc[nH]c34)CC2)c(Cl)c1,-6%
Cc1ccccc1CNCCCSc1nnnn1C,5%
CC(=O)c1cccc(NC(=S)N2CCN(S(=O)(=O)c3ccccc3)CC2)c1,3%
O=C(NCCn1ccnc1-c1cc2n(n1)CCNC2)c1ccncc1,-28%
C=CCNC(=S)NNC(=O)OCC,7%
CNC(=O)c1cn2c(n1)CN([S+](=O)([O-])c1c(C)noc1C)CC2,-1%[149 µM]
